Screening results as filed in PubChem.
Coupling enz – counter-screen for Giardia aldolase inhibitors: coupling enzyme system; coupling enzyme system counterscreen, AmpLite Red fluorescence; activity change, negative = inhibition, % at 58.2 µM, hits read low; hit rate 0.67% among 290,000; AID 2472; in the data active means activity change below about -30%; further: on the % scale 0 is the no-effect control and ±100 the full control effect
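First, compound is pin-transferred into glyceraldehyde-3-phosphate coupling-enzyme reagent at 57.5 uM final and held 10 min at RT. Next, substrate, coupling system and AmpLite Red are added. After 20 min RT, fluorescence (525/598 nm) is read.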
Giardia kill – Giardia lamblia killing; hit rate 0.15% among 340,000; Giardia lamblia trophozoite viability; AID 540267; activity change, % at 7.66 µM, hits read low; in the data active means activity change below about -80%; inconclusive means between about -30% and that limit;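 further: parasites exposed to compound for two days anaerobically before the ATP read; on the % scale 0 is the no-effect control and ±100 the full control effect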
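Luminescent ATP signal served as the viability read-out, measured 15-30 min after adding ATP detection reagent to trophozoites that had been incubated with compounds for 48 hrs at 37 deg C anaerobically at 100 cells/well.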
KCNH2 3.1 block – KCNH2 3.1 (human) potassium channel inhibition; U2OS KCNH2 3.1, thallium flux FluxOr; active compounds read low; AID 720553; activity change, % (tested at about 1.8 µM); hit rate 0.95% among 340,000;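 active means maximum activity change below -70%; inconclusive means maximum activity change from -70% to -50%; inactive means maximum activity change above -50%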;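 further: thallium influx rate constant from kinetic fluorescence after stimulation buffer; on the % scale 0 is the no-effect control and ±100 the full control effect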
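FluxOr-based Tl+ influx in U2OS cells transduced with KCNH2 3.1 virus; rate constants normalized to DMSO controls.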
NPC1 promoter act – activates the NPC1 promoter. Huh7 NPC1 promoter luciferase reporter, 24 h. Potency, µM (top dose mostly 9.22 µM), without a hit: top-dose activation, hits mostly activators. hit rate 2.4% among 320,000;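 further: potency means the concentration at half of the fitted maximal effect; % of control where 0% means no effect; nearly all actives have a fitted effect of over 60% in size; reporter is driven by a mutant NPC1 promoter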
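Quantitative HTS used a cell-based reporter: Huh7 cells stably bearing the NPC1 promoter upstream of luciferase were treated with compounds for 24 h, and promoter activation was read as luminescence.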
Rab9 prom act – activates the Rab9 promoter. Huh7 Rab9 promoter-luciferase reporter, luminescence, 24 h. Potency, µM (top dose mostly 9.22 µM), for the others: at the top dose activation, negative = inhibition, hits mostly activators. hit rate 2.8% among 320,000. AID 485297; further: potency means the concentration at half of the fitted maximal effect; % of control where 0% means no effect; nearly all actives have a fitted effect of over 60% in size
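Cell-based reporter: Huh7 stable for Rab9 promoter-driven luciferase, plated in reduced-serum medium with 10% FBS at 1500 cells/well, compound-treated 24 h at 37 °C, luminescence read after 10 min reagent.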
FLuc counter – counter-screen for miR-21 project: firefly luciferase inhibitors or activators; P08659; purified FLuc, Km substrates, luminescence inhibition; Potency, µM (doses to about 57.5 µM), for the others: at the top dose activity change, negative = inhibition, hits mostly inhibitors; hit rate 6.9% among 360,000;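 further: potency means the concentration at half of the fitted maximal effect; plate controls were vehicle for no effect and reference inhibitor for full effect; nearly all actives have a fitted effect of over 55% in size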
Target sequence (P08659 whole entry, looked up): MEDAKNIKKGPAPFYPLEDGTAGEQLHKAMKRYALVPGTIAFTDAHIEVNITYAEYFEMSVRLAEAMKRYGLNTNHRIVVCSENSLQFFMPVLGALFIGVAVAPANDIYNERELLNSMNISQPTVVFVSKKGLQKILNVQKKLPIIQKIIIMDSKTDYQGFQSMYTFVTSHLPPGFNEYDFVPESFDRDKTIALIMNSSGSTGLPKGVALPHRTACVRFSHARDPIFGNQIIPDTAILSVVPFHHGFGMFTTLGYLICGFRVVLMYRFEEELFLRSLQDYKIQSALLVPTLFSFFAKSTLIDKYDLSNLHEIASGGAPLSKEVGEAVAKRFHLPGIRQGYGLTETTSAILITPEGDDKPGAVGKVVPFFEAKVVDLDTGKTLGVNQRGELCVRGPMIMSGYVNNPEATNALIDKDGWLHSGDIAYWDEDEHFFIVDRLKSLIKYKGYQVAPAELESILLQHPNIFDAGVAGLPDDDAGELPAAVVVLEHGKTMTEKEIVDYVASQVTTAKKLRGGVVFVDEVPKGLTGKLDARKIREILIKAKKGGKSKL
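Purified P. pyralis luciferase (10nM final) with 10uM D-luciferin and 10uM ATP (Km levels) in 50mM Tris acetate pH 7.5, 10mM Mg acetate, 0.01% Tween-20, 0.05% BSA; qHTS 6-point titration, ~60 µM downward; luminescence read.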
Gal4-VP16 FLuc – counter-screen for ROR gamma inhibitors: Gal4-VP16 reporter; Drosophila S2 Gal4-VP16 UAS-luciferase, luminescence, 20 h; Potency, µM (doses to about 53.6 µM), for the others: at the highest dose activity, negative = inhibition, usual class: inhibitors; hit rate 3.5% among 310,000; AID 2546;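 further: Gal4-VP16 expression switched on by copper sulfate through the metallothionein promoter; potency means the concentration at half of the fitted maximal effect; on the % scale 0 is the no-effect control and ±100 the full control effect; nearly all actives have a fitted effect of over 50% in size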
Tb PFK inh – inhibitors of T. brucei phosphofructokinase. Potency, µM (top dose mostly 57.5 µM), for inactives: top-dose activity, negative = inhibition, usual class: inhibitors. hit rate 0.17% among 330,000. T. brucei PFK, ADP-Glo luminescence;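 further: potency means the concentration at half of the fitted maximal effect; 0% = uninhibited 1x PFK enzyme wells and -100% = no-enzyme wells; nearly all actives have a fitted effect of over 60% in size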
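Compounds were pin-transferred as a titration series up to 57 uM into substrate buffer (0.5 mM F6P, 0.1 mM ATP, pH 8.0), then 1.25 nM PFK was added and reactions ran 45 min before ADP-Glo detection.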
RORgamma inh – ROR gamma (mouse) transcription inhibition | Drosophila S2 Gal4-RORgamma UAS-luciferase reporter, 20 h | hit rate 5.4% among 310,000 | AID 2551 | Potency, µM (top dose mostly 53.6 µM), for inactives: at the highest dose activity change, negative = inhibition, actives largely listed as inhibitors; further: potency means the concentration at half of the fitted maximal effect; on the % scale 0 is the no-effect control and ±100 the full control effect; nearly all actives have a fitted effect of over 60% in size
Target sequence (P51450 whole entry, looked up, the tested form may be a part): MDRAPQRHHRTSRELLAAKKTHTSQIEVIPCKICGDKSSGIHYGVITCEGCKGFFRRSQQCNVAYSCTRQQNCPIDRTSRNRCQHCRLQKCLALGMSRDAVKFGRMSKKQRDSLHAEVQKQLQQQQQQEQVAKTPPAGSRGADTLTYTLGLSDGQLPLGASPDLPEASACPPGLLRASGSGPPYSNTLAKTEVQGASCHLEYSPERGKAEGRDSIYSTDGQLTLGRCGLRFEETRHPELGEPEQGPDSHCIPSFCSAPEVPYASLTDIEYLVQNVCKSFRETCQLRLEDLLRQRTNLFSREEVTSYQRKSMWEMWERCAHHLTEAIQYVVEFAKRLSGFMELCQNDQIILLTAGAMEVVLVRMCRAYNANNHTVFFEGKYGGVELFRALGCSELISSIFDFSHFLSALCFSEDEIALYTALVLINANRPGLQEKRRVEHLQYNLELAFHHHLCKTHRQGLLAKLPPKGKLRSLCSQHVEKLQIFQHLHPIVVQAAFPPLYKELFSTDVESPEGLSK
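Luciferase reporter read in Schneider cells carrying Gal4-RORγ (mouse) and UAS-Photinus luciferase; cells given compound 1 h before 700 uM copper sulfate induction, then incubated 20 h at ambient temperature.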
ELG1 genotox – induces genotoxicity in HEK293T cells with luciferase-tagged ELG1; HEK293T ELG1-luciferase reporter, luminescence, 16 h; Potency, µM (series often up to 46 µM), for inactives: at the highest dose activity change, positive = activation, actives largely listed as activators; hit rate 1.3% among 330,000; AID 504466; further: potency means the concentration at half of the fitted maximal effect; % of control where 0% means no effect; nearly all actives have a fitted effect of over 60% in size
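Cells (2,000/well) expressing the ELG1-luciferase fusion are dosed by pin tool and kept 16 hr at 37 °C, 5% CO2. Signal comes from ONE-Glo luciferase reagent after 30 min at room temperature.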
uPA generation – blocks generation of uPA at the cell surface; cell surface uPA generation assay, qHTS; Potency, µM (series often up to 38.3 µM), for the others: at the highest dose activity change, negative = inhibition, actives largely listed as inhibitors; hit rate 0.31% among 330,000; AID 540303; active means well fitted inhibition curve with a large enough effect; inconclusive means small, poorly fitted or top-dose-only effect; inactive means no such curve, though single readings can be large or run the other way; tested in mouse RAW 264.7 cells; further: potency means the concentration at half of the fitted maximal effect; on the % scale 0 is the no-effect control and ±100 the full control effect; nearly all actives have a fitted effect of over 55% in size
Active calls of the source: *; ? = inconclusive; . = not tested or not shown; & = joins results of further samples; [ ] = remark or other dose. Unless noted, the call rests on the fitted dose curve; in most records, active means well fitted curve in the direction sought with a large enough effect; inconclusive means small, poorly fitted or top-dose-only effect, or another doubt; inactive means no such curve, though single readings can be large; an effect the other way counts as inactive or inconclusive.

SMILES	Coupling enz	Giardia kill	KCNH2 3.1 block	NPC1 promoter act	Rab9 prom act	FLuc counter	Gal4-VP16 FLuc	Tb PFK inh	RORgamma inh	ELG1 genotox	uPA generation
COC(=O)C1=C(C(=O)OC)SC2(S1)C(C(=O)OC)=C(C(=O)OC)SC1=C2c2cccc(C)c2NC1(C)C	4	-12	-26	0%	-6%	5%	?	-7%	5.6µM*	1%	-10%
CCc1cc(C)c(O)c(CC)n1	2	-17	0	-1%	-4%	8%	0%	3%	-3%	5%	1%
O=C(NCCCN1CCCC1)c1ccc(Cn2c(=S)[nH]c3ccc(Br)cc3c2=O)cc1	2	.	.	-6%	-1%	-5%	-9%	-1%	-4%	4%	.
O=c1[nH]c2cc3c(cc2cc1CN(CCc1ccccc1)Cc1nnnn1C1CCCC1)OCCO3	-29	.	.	-2%	-7%	-9%	0%	3%	4%[10 µM]	2%	.
O=C(CSc1nnc(-c2ccccn2)n1Cc1ccccc1)N1CCCC1	-1	20	6	3%	-7%	3%	-1%[0.365 µM]	3%	-14%	-1%	4%
CC(C)(C)OC(=O)NCCCCCc1cn([C@@H](CO)C(=O)NCCCCCCCCCCC(=O)N2CCN(C(=O)OC(C)(C)C)CC2)nn1	.	9	-34	-28%	-31%[inhibitor]	?	.	0%	.	-5%	11µM*
O=C(CSc1ccc(Cl)cc1)N1CCOCC1	2	-21	7	2%	25%	3%[2.3 µM]	11%	-4%	5%	10%	-2%
O=[N+]([O-])c1cc(-c2ccn[nH]2)ccc1Cl	1	-9	2	-6%	8%	-11%	27%	-7%	18%	0%	-3%
Cc1ccc(C(C)C)c(OC/C(O)=C(\C#N)c2nc3ccccc3[nH]2)c1	1	-3	-3	-1%	14%	4%	?	1%	2.2µM*	-10%	3%
COc1cc(NC(=O)CSc2nc(=O)n(CCCN3CCOCC3)c3c2CCC3)cc(OC)c1	.	6	5	1%	-1%	3%	.	1%	.	1%	-32%

Three compounds from above, arranged by the number in RORgamma inh, largest number first.
molecule,RORgamma inh
O=C(CSc1ccc(Cl)cc1)N1CCOCC1,5%
O=C(NCCCN1CCCC1)c1ccc(Cn2c(=S)[nH]c3ccc(Br)cc3c2=O)cc1,-4%
O=C(CSc1nnc(-c2ccccn2)n1Cc1ccccc1)N1CCCC1,-14%

Next records.
SMILES	Coupling enz	Giardia kill	KCNH2 3.1 block	NPC1 promoter act	Rab9 prom act	FLuc counter	Gal4-VP16 FLuc	Tb PFK inh	RORgamma inh	ELG1 genotox	uPA generation
Cc1ccc(NC(=O)CN2C(=O)NC3(CCc4ccccc43)C2=O)cc1Cl (centres undefined)	-2	0	1	1%	-1%	?	-4%	-1%	19%	3%	-3%
Cc1ccc(C(=O)Nc2cc(Cl)ccc2OC(=O)c2ccc(C)cc2)cc1	-11	.	.	?	4µM*	21µM*	0%	-3%	1%	23%	.
Cc1nc(SCC(=O)NCc2ccco2)c2c(C)c(C)sc2n1	0	13	-5	-7%	-7%	1%	22%	0%	-25%	-4%	-4%
O=S(=O)(c1cnc[nH]1)N1CCN(C(c2ccc(F)cc2)c2ccc(F)cc2)CC1	.	7	-1	2%	-5%	4%	-2%	-1%	7%	-1%	0%
COc1ccc(N=C2C(=Nc3ccc(OC)cc3)N(c3ccccc3)C(=S)N2C(=O)c2ccc(Cl)cc2)cc1	1	-2	-11	2%	17%	?	?	2%	14µM*	?	3%
COC(Cc1ccccc1N1CCCC1=O)OC	3	-25	15	-6%	-5%	0%	0%	1%	-6%	2%	-1%
Cn1cc([N+](=O)[O-])c(C(=O)NCC(=O)O)n1	2	8	10	0%	-3%	-3%	-18%	-3%	7%	0%	-4%
Cc1ccccc1C(=O)NN(C)c1nc2ccccc2nc1C(F)(F)F	2	1	-7	-12%	-4%	3%	-13%	1%	-5%	10%	-8%
COc1ccc(-c2nnc(SCC(=O)c3cccs3)o2)cc1	2	-6	-19	3.5µM*	2.2µM*	2.4µM*	6%	-2%	?	10µM*	1%
CC1CCC(NC(=O)C2CCN(c3nc4ccccc4s3)CC2)CC1 (centres undefined)	-1	3	15	0%	-9%	2%	10%	2%	-4%	-17%	-1%
COc1ccccc1C(=O)Nc1ccc2c(c1)nc(CCNC(=O)c1ccco1)n2C	1	-1	-20	-18%	4%	?	-11%	0%	13%	8%	?
COC(=O)CC1SC(=O)NC1=O (centres undefined)	5	0	8	2%	-2%	-1%	-28%	-3%	-8%	5%	-5%
COc1ccc(NS(=O)(=O)c2cccc(C(=O)NNC(=O)c3cccc(NC(C)=O)c3)c2)cc1	.	7	-17	-1%	-4%	2%	.	2%	.	-3%	0%
CCCC(C(=O)NNC(=O)c1ccncc1)c1ccccc1 (centres undefined)	.	-20	-2	.	.	.	.	-1%	.	-2%	5%
Cc1cccc(Nc2nnc(SCC(=O)NC(=O)Nc3ccc4c(c3)OCCO4)s2)c1	5	2	2	1%	-8%	-10%	-8%	5%	?	?	1%
O=C(COC(=O)/C=C/c1ccc(Cl)cc1Cl)NCc1ccco1	1	1	-22	-1%	-13%	-6%	0%	2%	-5%	-2%	5%
O=C1CN(C(=O)c2ccccc2F)C(c2ccc(F)cc2)c2cc(F)ccc2N1 (centres undefined)	2	-1	-5	0%	8%	0%	0%	10%	25%	-2%	-2%
CC1CCc2nc(NC(=O)CSc3nc4ccccc4o3)sc2C1 (centres undefined)	2	-23	-18	?	?	6.7µM*	?	12%	?	6.5µM*	-7%
CC(C)Sc1nnc(NC(=O)c2ccc3c(c2)OCO3)s1	.	?	.	2.2µM*	1.4µM*	5.4µM*	-15%	-4%	-41%	?	1%
O=C(Cn1nc(-c2cccs2)ccc1=O)Nc1ccc(Br)cc1	2	5	3	0%	-5%	3%	-1%	2%	23%	-1%	6%
Cc1ccsc1C(=O)OCC(=O)NC1CCCCC1C (centres undefined)	.	-13	-6	10%	18%	-10%	.	0%	.	3%	2%
COc1ccc(CCNC(=O)c2ccc(CS(=O)(=O)c3ccc(C)cc3)o2)cc1OC	0	-7	0	-2%	0%	3%&6%	-2%	-9%	-10%	-18%	5%
CCC(C)C(=O)Nc1ncc2c(n1)CC(c1cccs1)CC2=O (centres undefined)	-1	8	0	6%	-8%	-3%	-1%	1%	15%	2%	.
COc1nnc(-c2ccc(C)cc2)c2ccccc12	3	17	-90*	0%	9%	1%	6%	-1%	-16%	-2%	0%
Cn1c(CN2CCN(CC#N)CC2)c(C#N)c2ccccc21	3	5	-10	0%	-10%	-2%	10%	0%	8%	1%	2%
O=C(CCc1ccccc1)NC(=S)Nc1ccccc1[N+](=O)[O-]	-2	-13	20	14%	5%	-5%	11µM*	-4%	10µM*	1%	-2%
CSc1nnc(-c2cccs2)n1C	2	13	-9	-1%	-2%	-3%	0%	0%	14%	1%	-1%
COc1ccc(N2CC(C(=O)N/N=C/c3cccs3)CC2=O)cc1 (centres undefined)	-2	-13	7	-2%	-2%	-4%	-16%[10 µM]	-6%	12%	3%	-5%
O=C(COc1ccccc1)Nc1nc(-c2cccnc2)cs1	.	22	-5	0%	1%	?	.	-5%	.	-7%	3%
Cc1ccc(-c2noc(C3CCCN(C(=O)C4CCCCC4)C3)n2)o1 (centres undefined)	1	-8	-49	11%	21%	?	-1%	1%	?	?	.
CC(=O)Nc1ccc(S(=O)(=O)NCC(=O)OCC(=O)c2ccc[nH]2)cc1	.	-7	11	.	.	.	.	-3%	.	0%	7%
O=C(Nc1nccs1)c1c(O)c2cccc3c2n(c1=O)CCC3	-2	.	.	5%	2%	-14%	1%	-1%	2%	1%	.
COc1cnc(-c2ccccn2)nc1Oc1ccc(Cl)c2ccccc12	-5	8	-5	-4%	-5%	3%	7.9µM*	3%	1.3µM*	-7%	1%
CCc1ccc(OCCOCC(O)CNC(C)(C)C)cc1 (centres undefined)	0	2	12	1%	0%	0%	2%	4%	-24%	3%	-1%
Cc1cc(C(=O)COc2cccnc2[N+](=O)[O-])c(C)n1-c1ccccc1F	-2	?	2	23%	12%	6µM*	?	3%	13%	5%	?
CCOC(=O)N1CCC(NC(=O)c2cccc3c2C(=O)N(CCOC)C3)CC1	-1	-6	5	0%	3%	0%	-3%	-2%	-4%	3%	-9%
Cc1cc(C)cc(NC(=S)NCc2cccnc2)c1	3	-12	8	4%	3%	-4%	?	3%	?	0%	0%
CCOc1ccc(NS(=O)(=O)c2cc(C(=O)N3CCC3)ccc2Cl)cc1	.	3	6	-5%	-3%	1%	.	-2%	.	1%	?
O=C(CCC(=O)OCC(F)(F)C(F)F)Nc1ccc(F)cc1F	2	8	-6	1%	-1%	-2%	6%	-1%	0%	0%	2%
CCOC(=O)CCP(=O)(O)C(C)(O)c1ccccc1 (centres undefined)	2	-10	-21	-3%	10%	-1%	3%	-6%	-10%	0%	3%
CCc1ccc(NC(=S)NCc2cccnc2)cc1	-2	-9	-19	-1%	11%	-14%	17%	3%	-9%	-1%	-2%
